# NCI-60 one-dose screen, 48 h, at 10 µM unless noted. Numbers give growth in % (100 = growth as untreated, 0 = no growth, -100 = all killed).
# SF-268: SF-268 CNS cancer cells | 82,000 compounds, 3.1% hits | AID 1794759
# U251: U251 CNS tumor cells; 80,000 compounds, 5.4% hits; AID 1794753
# DU-145: DU-145 prostate cancer; 81,000 compounds, 4.2% hits
# SF-295: SF-295 CNS cancer cells; 79,000 compounds, 5.6% hits; AID 1794758
# SNB-19: SNB-19 CNS cancer cells; 81,000 compounds, 2.5% hits
# OVCAR-8: OVCAR-8 ovarian cancer | 81,000 compounds, 4.4% hits
# PC-3: PC-3 prostate cancer cells; 80,000 compounds, 3.9% hits
# SF-539: SF-539 CNS cancer; 81,000 compounds, 6.8% hits; AID 1794752
# OVCAR-3: OVCAR-3 ovarian cancer | 79,000 compounds, 7% hits | AID 1794787
# * = called active by the depositor; . = no result given; & = joins results of further samples. The calls were made as follows: active = growth percent below 10; inactive = the rest.
SMILES,SF-268,U251,DU-145,SF-295,SNB-19,OVCAR-8,PC-3,SF-539,OVCAR-3
CCOC(=O)c1c[nH]c2c(OC)ccc(OC)c2c1=O,104.3,105.1,107.0,104.5,99.5,96.0,92.7,92.0,105.8
O=[N+]([O-])c1ccc(N=Cc2ccc3c(c2)OCO3)cc1,103.7,95.6,125.7,82.2,102.2,103.2,89.6,109.7,104.3
Cc1sc2nc3[nH]c(=O)/c(=C/c4ccc(Cl)cc4)n3c(=O)c2c1C,84.2,.,101.7,.,83.9,93.4,83.4,90.4,110.5
Nc1cc(Br)cc(Br)c1,97.8,100.0,105.1,102.7,94.1,94.4,78.6,107.3,99.8
Cc1cc(-c2ccccc2)n(N2NN=NC2(C)c2cccc(Cl)c2)c(=S)n1 (configuration not stated),92.7,91.3,103.4,94.1,93.8,93.8,92.1,90.0,94.6
CCOC(=O)CNC(=O)c1c(C)[nH]c(-c2nc3ccccc3[nH]2)c1C,99.5,100.3,108.5,101.8,96.1,101.3,94.8,100.6,107.1
Nc1c(C(=O)Nc2cccc3c2OCCO3)sc2nc3c(cc12)CN(Cc1ccccc1)CC3,74.2,56.9,86.0,39.7,60.4,87.7,55.1,65.2,26.7
O=C(N=Nc1c(O)n(Cc2ccccc2)c2ccccc12)c1cc(-c2ccccc2)on1,101.2,.,107.5,99.4,96.1,108.9,97.1,103.8,118.3
Cc1[nH]c(-c2nc3ccccc3[nH]2)c(C)c1C(=O)N1CCCCC1,102.3,99.7,105.3,93.3,91.6,99.3,99.5,92.7,101.1
O=C1C(=O)c2ccccc2C(O)=C1CCCCCCCCCCO,102.1,69.0,105.6,92.6,82.8,103.8,44.5,96.2,89.4
COc1cccc(C2C(=O)c3ccccc3-c3cn(Cc4ccccc4)c4cccc2c34)c1 (configuration not stated),94.4,98.7,103.5,95.2,94.3,97.2,90.1,101.0,98.4
COc1ccc(/C=C/C(=O)/C=C(O)/C=C/c2ccc(OC)c(OC)c2OC)c(OC)c1OC,84.9,48.3,92.9,101.2,74.1,82.7,71.5,97.5,70.7
COc1cccc(C(=O)Nc2cccc(-c3cc(=O)c4c(OC)c(OC)c(OC)cc4o3)c2)c1,57.3,63.8,67.3,57.3,70.4,52.3,51.2,66.3,75.4
CC(=O)NC(=O)NC(C)=O,102.1,97.2,111.1,91.4,103.7,105.5,94.2,104.2,112.6
COc1ccc(C#N)cc1,85.8,97.8,101.3,116.5,89.1,94.9,92.6,88.0,98.8
O=c1ccnc(SCc2ccc(Cl)cc2Cl)[nH]1,95.3,97.3,107.0,106.4,106.5,111.9,84.8,102.0,108.5
CC(=O)Nc1ccc(Cl)cc1C(N)=O,94.5,105.6,96.8,96.6,106.3,105.1,100.7,100.3,97.6
O=c1ccc(=O)n(-c2nc(-c3cc4ccccc4oc3=O)cs2)[nH]1,84.5,96.9,93.4,93.6,95.6,85.6,85.6,89.3,101.8
Cc1cc(=O)oc2cc(O)c(O)cc12,91.9,95.4,107.0,116.9,96.2,92.4,89.5,81.2,112.0
C=C1NC(=O)[C@H]2CSC[C@H]3NC(=O)[C@@H](CSC(C)[C@@H](NC(=S)[C@H](Cc4cnc[nH]4)NC(=O)c4csc([C@H](C)NC(C)=O)n4)C(=O)N[C@H](C[C@H](C)C(=O)NC(=O)C[C@@H](C(=O)O)NC(=O)[C@H](C)NC3=O)C(=O)N2)NC(=O)[C@@H]2CCCN2C(=O)[C@@H](CC(C)C)NC1=O (some centres not stated),60.4,57.1,80.6,22.3,48.3,73.7,22.0,54.4,63.2
COc1cc(-c2cnco2)ccc1OCc1c(C)c(COc2ccc(-c3cnco3)cc2OC)c(C)c(COc2ccc(-c3cnco3)cc2OC)c1C,93.1,96.2,109.0,97.9,99.5,104.7,91.1,101.3,107.1
NCCCNc1nc2ccccc2c2c(=O)c3cc(Cl)ccc3sc12,37.7,-95.1*,-76.9*,4.8*,22.8,-48.4*,-18.9*,55.7,-60.0*
O=C(CN1C(=O)/C(=C\c2ccccc2)SC1=S)Nc1ncc(Cc2ccccc2)s1,97.6,101.0,108.7,102.5,101.5,102.7,.,102.1,110.3
CC(=O)C(/C=N/C(N)=O)=C(/C)O,108.7,99.6,117.5,101.3,103.4,104.2,100.1,102.9,121.0
Cn1cnc2c1c(=O)n(CCC(=O)Nc1ccccc1)c(=O)n2C,106.6,99.4,113.2,111.9,103.3,103.7,88.3,94.6,112.4
# (next part)
SMILES,SF-268,U251,DU-145,SF-295,SNB-19,OVCAR-8,PC-3,SF-539,OVCAR-3
COC(=O)[C@]1(C(C)C)N[C@H](c2cn(-c3ccccc3)nc2-c2ccccc2)[C@@H]2C(=O)N(c3ccccc3)C(=O)[C@@H]21,89.5,92.0,107.1,96.8,87.2,.,88.8,.,92.1
COc1cc(NC(=O)CSc2nc3ccc(Cl)cc3c(=O)n2-c2ccc(F)cc2)cc(OC)c1OC,79.8,82.1,96.9,80.0,82.2,88.8,73.0,98.4,80.6
COc1ccc2nc3c(cc2c1)CSc1nnc(-c2ccc[nH]c2=S)n1N3,96.6,106.3,104.3,111.6,96.0,103.3,103.3,94.6,103.0
CN1NCc2cncnc21,110.1,110.6,131.7,121.0,113.5,109.6,101.0,113.8,118.5
Cc1nn(-c2ccccc2)cc1/C=N/Nc1nc(Nc2ccccc2)nc(Nc2ccc(S(N)(=O)=O)cc2)n1,-8.0*,-22.3*,9.1*,10.7,7.0*,18.2,1.5*,-71.1*,-31.1*
CC(C)[C@@H]1CC[C@@H]2[C@@H]1[C@H](OC(=O)/C=C/c1ccccc1)[C@]1(C(C)C)C[C@@H](OC(=O)CO)[C@@]2(C)O1,56.8,74.3,86.0,92.2,99.0,16.5,30.0,97.1,83.6
O=C(/C=C/C(Cl)(Cl)Cl)Nc1ccc(Cl)cc1,111.5,100.0,97.7,115.1,102.6,.,103.5,103.2,118.6
CCCCCCCCCCCCCCCCCCOc1ccccc1CC(=O)NCC[N+]1(C)CCOCC1,41.5,10.1,65.5,62.8,25.9,67.8,-46.4*,54.5,67.3
O=S(=O)(NCCNc1nccc(-c2c(-c3ccccc3)nc3occn23)n1)c1ccc(C(F)(F)F)cc1,85.0,89.9,99.0,94.1,104.5,86.2,69.0,111.7,114.3
O=C1c2ccccc2C(=O)c2cc(Br)ccc21,93.2,98.5,125.2,117.7,89.9,98.6,98.7,99.2,115.2
NC(=S)n1[nH]c(N)c(N=Nc2ccc(S(=O)(=O)N=C(N)N)cc2)c1=O,99.2,104.0,103.6,102.5,93.1,97.0,100.7,105.3,.
COc1ccc(/C=C/C(=O)c2ccc(S(=O)(=O)NCCNc3nc(Nc4ccc(F)cc4)nc(N(C)C)n3)cc2)cc1,25.8,20.8,28.7,23.3,36.1,50.6,15.7,41.7,15.7
CC(=O)Nc1cccc(-c2cccc(NS(=O)(=O)c3cccc4c(N(C)C)cccc34)c2)c1,79.0,73.6,75.2,39.5,61.9,70.2,65.4,.,82.0
O=C(Nc1ccccc1)c1ccc(COc2ccccc2)o1,117.1,101.7,107.0,95.5,92.6,111.8,94.8,94.9,102.5
NC(=O)c1csc(CCNC(=O)c2ccccc2)n1,103.1&109.1,100.0&106.5,106.1&113.5,95.8&71.6,100.4&105.5,101.4&101.3,97.8&89.2,105.9&106.9,102.7&116.1
CS(=O)(=O)Nc1ccc2nc(NC(=O)Nc3cccc(Cl)c3)sc2c1,95.9,89.7,95.1,96.2,92.3,88.7,74.6,79.9,110.0
COc1cc2ncnc(Nc3nc4ccccc4[nH]3)c2cc1OC,71.7,56.6,87.1,82.0,96.3,87.0,78.0,104.4,65.2
COc1ccc(NC(=O)Nc2ccc(OCc3ccccc3)cc2)cc1,98.8,70.6,97.5,103.8,56.6,75.7,86.0,63.2,118.3
CC(=O)Nc1ccc(S(=O)(=O)N/N=C/CCc2ccccc2)cc1,98.2,93.9,122.7,108.0,101.2,106.8,94.4,102.0,106.7
C(=N\Nc1nnc2n1N=C(c1ccccc1)CS2)/c1ccco1,100.0,102.2,104.6,98.3,92.3,102.1,95.1,96.2,110.1
Clc1ccc(-c2cc(-c3ccccc3)nc(N3CCN(CCCNc4ccnc5cc(Cl)ccc45)CC3)n2)cc1,13.5,-52.9*,19.2,39.6,49.0,-47.5*,43.1,-65.7*,-47.9*
O=C1OCC(CC2=C(O)C(=O)OC2)=C1O,101.7&121.5,109.8&103.7,108.7&112.0,93.4&106.8,95.6,105.8&104.9,103.5&85.3,106.6&114.2,102.2&119.5
Cn1c2c(cc(S(=O)(=O)c3ccccc3)c1=O)CCc1c-2cnn1-c1cccc(Cl)c1,105.7,.,134.9,80.3,97.0,88.8,83.1,83.1,98.1
COc1ccc2c(c1)c(-c1nc(-c3cn(C)c4ncccc34)cs1)cn2CCNC(=O)OC(C)(C)C,93.3,76.3,90.0,89.7,100.2,51.2,27.9,77.8,86.7
COc1ccc(NC(=O)Cn2cc(COn3nnc4ccccc43)nn2)cc1,112.7,101.4,116.2,111.6,98.9,104.5,97.3,97.2,121.7
# Following part:
SMILES,SF-268,U251,DU-145,SF-295,SNB-19,OVCAR-8,PC-3,SF-539,OVCAR-3
O=C(Nc1c(Cl)cccc1Cl)Oc1cccnc1,99.5,.,101.4,108.4,111.0,100.4,96.0,101.7,101.7
CS(=O)(=O)Nc1ccc(C(=O)CC2(O)C(=O)Nc3ccccc32)cc1 (configuration not stated),98.2,103.1,108.3,97.3,102.7,103.5,92.9,93.4,.
CCOC(=O)CC[C@H](NC(=O)c1ccc(NC(=O)Cn2c(C)nc3c(c(C)nn3-c3ccc(Cl)cc3)c2=O)cc1)C(=O)OCC,94.5,95.6,100.4,93.1,96.1,97.9,88.1,94.4,102.2
O=c1[nH]c2cc(Cl)ccc2c(O)c1/C=N/Nc1nc(-c2ccccc2)cs1,67.6,33.8,84.5,82.9,82.5,61.3,69.8,90.3,68.0
CCSc1nnc(-c2cnn3c2NC(c2ccccc2)C3)n1-c1ccc(F)cc1 (configuration not stated),94.7,97.9,97.7,93.4,93.0,92.7,98.3,102.4,94.1
O=[N+]([O-])c1ccc2[nH]ncc2c1,96.8,104.2,106.5,104.1,100.6,107.4,92.6,100.9,102.9
O=c1oc2ccc(Br)cc2cc1-c1csc(N=Nc2c(O)[nH]c3ccc(Br)cc23)n1,95.0,90.2,105.4,99.3,101.5,101.0,97.1,98.5,106.4
CCCCCCCCCCCCCCCCCCNC(=S)N=Nc1c(O)[nH]c2ccccc12,84.4,82.5,99.6,104.0,90.0,76.2,78.3,80.8,.
COc1ccc2nc(C)sc2c1,99.4,103.7,98.5,98.8,.,114.1,99.9,110.0,108.5
CC(=O)c1cc2c(C)cc(=O)oc2cc1OCCN1CCOCC1,102.0,102.4,97.9,101.4,104.0,102.7,92.0,94.5,105.3
c1cc2c(c(CC3CO3)c1CC1CO1)OCCOCCOCCOCCO2 (configuration not stated),98.3,93.6,101.9,.,95.4,94.6,.,97.0,108.3
CN(C)Cc1cc(Cl)cc(Cl)c1O,106.6,105.2,104.3,96.3,92.5,99.9,103.8,89.6,106.6
CC(=O)N1C(=S)NC(=O)C1Cn1cnc2ccccc21 (configuration not stated),98.8,95.7,104.0,104.3,87.0,100.2,97.7,95.4,104.1
O=C1/C(=C/c2ccccc2CO)NC(=S)N1c1ccccc1,100.5,102.7,106.0,96.9,94.1,100.5,99.2,92.9,106.4
Cc1ccc(-c2nc(SCC(=O)c3ccccc3)[nH]c(=O)c2C#N)cc1,92.7,106.5,114.5,98.6,105.7,102.4,98.1,107.0,92.6
COc1ccc(-c2nnc(-c3ccc4c(c3)nc(-c3ccccc3)n4C3CCCCC3)o2)cc1,71.2,71.3,71.7,53.2,86.0,30.8,18.5,88.1,43.0
CN(C)c1ccc2c(c1)OC(N)=C(C#N)C2c1ccc2c(c1)CCO2 (configuration not stated),47.7,21.7,26.7,-3.3*,31.4,24.1,24.1,-0.7*,-3.4*
COc1cc(OC)c(C(=O)/C=C/c2ccc(OC)c(OC)c2)cc1CC=C(C)C,79.5,71.5,93.5,113.6,96.4,.,59.6,100.1,73.3
COc1ccc(/C=N/c2n[nH]c(-c3ccc(OC)cc3)n2)cc1,90.0,97.8,100.3,88.6,94.7,98.8,93.2,95.3,99.7
COC(=O)CN1CC(=O)N2[C@@H](c3ccccc3)SC[C@H]2C1=O,123.9,94.8,119.1,73.4,102.3,102.9,101.1,99.3,124.8
COc1ccc(C2C(=O)c3ccccc3C2=O)cc1,103.0,93.0,113.6,99.8,102.3,91.9,87.4,113.6,114.2

# 3 records drawn at random from the list so far:
SMILES,SF-268,U251,DU-145,SF-295,SNB-19,OVCAR-8,PC-3,SF-539,OVCAR-3
c1cc2c(c(CC3CO3)c1CC1CO1)OCCOCCOCCOCCO2 (configuration not stated),98.3,93.6,101.9,.,95.4,94.6,.,97.0,108.3
CN(C)Cc1cc(Cl)cc(Cl)c1O,106.6,105.2,104.3,96.3,92.5,99.9,103.8,89.6,106.6
COc1ccc(C2C(=O)c3ccccc3C2=O)cc1,103.0,93.0,113.6,99.8,102.3,91.9,87.4,113.6,114.2

# In the list so far, 4 have fluorine:
SMILES,SF-268,U251,DU-145,SF-295,SNB-19,OVCAR-8,PC-3,SF-539,OVCAR-3
COc1cc(NC(=O)CSc2nc3ccc(Cl)cc3c(=O)n2-c2ccc(F)cc2)cc(OC)c1OC,79.8,82.1,96.9,80.0,82.2,88.8,73.0,98.4,80.6
O=S(=O)(NCCNc1nccc(-c2c(-c3ccccc3)nc3occn23)n1)c1ccc(C(F)(F)F)cc1,85.0,89.9,99.0,94.1,104.5,86.2,69.0,111.7,114.3
COc1ccc(/C=C/C(=O)c2ccc(S(=O)(=O)NCCNc3nc(Nc4ccc(F)cc4)nc(N(C)C)n3)cc2)cc1,25.8,20.8,28.7,23.3,36.1,50.6,15.7,41.7,15.7
CCSc1nnc(-c2cnn3c2NC(c2ccccc2)C3)n1-c1ccc(F)cc1 (configuration not stated),94.7,97.9,97.7,93.4,93.0,92.7,98.3,102.4,94.1

# This is a random part of the collection; any-hit rate near 10%.
